Bioassay records from PubChem.
DT40 TDP1 CPT: growth inhibition of DT40 Tdp1-/-;hTDP1 cells with camptothecin (screen for TDP1 inhibitors); chicken DT40 Tdp1-/-;hTDP1 cells + 20 nM CPT, ATP luminescence, 48 h; Potency, µM (top dose mostly 46.2 µM), for inactives: top-dose activity change, negative = growth inhibition, actives largely listed as inhibitors; 12% of 420,000 active; AID 686979; also: nearly all actives have a fitted effect of over 55% in size
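Chicken DT40 Tdp1-/- cells stably complemented with human TDP1 were seeded at 400 cells/well in medium containing 20 nM camptothecin, exposed to pin-transferred compounds, and grown at 37 °C for at least 48 hr. Viability was read as ATP luminescence.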
TDP1 cell noCPT: qHTS for Inhibitors of human tyrosyl-DNA phosphodiesterase 1 (TDP1): qHTS in cells in absence of CPT; DT40 Tdp1-/- hTDP1 cells, no CPT, ATP luminescence, 48 h; Potency, µM (titrated, usually from 46.2 µM), inactives show top-dose activity change, negative = growth inhibition, usual class: inhibitors; 15% of 420,000 active; AID 686978, 2013; also: nearly all actives have a fitted effect of over 55% in size
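Seeded 400 DT40-hTDP1 cells/well (vehicle DMSO, no 20 nM CPT); pinned compounds; ≥48 hr at 37 °C; CellTiter-Glo luminescence as viability measure.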
TDP1 block: blocks human tyrosyl-DNA phosphodiesterase 1. Q9NUW8. recombinant TDP1, AlphaScreen DNA substrate cleavage. Potency, µM (top dose mostly 130 µM), for the others: at the highest dose activity change, negative = inhibition, actives largely listed as inhibitors. 0.28% of 350,000 active. AID 485290; also: nearly all actives have a fitted effect of over 40% in size
Target sequence (Q9NUW8 whole entry, looked up): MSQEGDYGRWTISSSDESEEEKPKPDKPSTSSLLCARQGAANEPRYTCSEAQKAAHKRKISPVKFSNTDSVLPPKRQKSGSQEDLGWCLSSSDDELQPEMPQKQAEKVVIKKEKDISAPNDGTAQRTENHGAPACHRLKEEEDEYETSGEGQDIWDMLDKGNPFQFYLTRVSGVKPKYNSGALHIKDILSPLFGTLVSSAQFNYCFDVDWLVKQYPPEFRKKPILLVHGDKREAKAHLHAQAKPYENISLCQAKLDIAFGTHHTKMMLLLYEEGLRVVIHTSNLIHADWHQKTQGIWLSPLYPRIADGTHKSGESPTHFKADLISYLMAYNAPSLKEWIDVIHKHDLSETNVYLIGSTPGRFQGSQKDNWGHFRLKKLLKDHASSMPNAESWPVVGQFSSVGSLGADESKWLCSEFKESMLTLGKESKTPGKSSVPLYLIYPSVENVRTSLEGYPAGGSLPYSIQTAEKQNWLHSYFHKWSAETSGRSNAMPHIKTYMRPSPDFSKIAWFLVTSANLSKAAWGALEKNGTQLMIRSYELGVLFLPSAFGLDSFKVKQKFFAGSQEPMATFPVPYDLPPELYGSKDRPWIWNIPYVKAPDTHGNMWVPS
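Steps: enzyme plus compound, 15 min RT; add biotin/phosphotyrosine-FITC oligonucleotide (15 nM final), react 5 min; add donor/acceptor beads (10 ug/ml final), 10 min; read AlphaScreen. Tdp1 at 1 nM final.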
An asterisk follows results filed as active; ? = inconclusive; / = not tested or not shown; [ ] = remark or other dose. Calls follow the shape of the dose curve; as a rule, active = well fitted curve in the direction sought with a large enough effect; inconclusive = small, poorly fitted or top-dose-only effect, or another doubt; inactive = no such curve, though single readings can be large; an effect the other way counts as inactive or inconclusive. % is scaled to controls: 0 for no effect and ±100 for the full control effect; potency is read from the fitted curve at half-maximal effect.

1: Cc1ccc(NC(=O)C(=O)NCC(c2cccnc2)N2CCN(c3ccccc3F)CC2)cc1Cl (centres undefined)
2: Fc1ccc(-n2cc(-c3ccccc3)c3c(NC4CCCCC4)ncnc32)cc1
3: CCC(NC(=S)Nc1ccccc1)C(=O)O (centres undefined)
4: Cc1c2cnn(-c3ccccc3)c(=O)c2c(C)n1CC(=O)N1CCN(c2cccc(Cl)c2)CC1
5: Cc1ccc(C(=O)c2nc(C(=O)NCCO)nc3ccccc23)cc1
6: O=C(Cc1ccc(Br)cc1)OCC(=O)N1CCc2ccccc2C1
7: O=C(CSc1ccccn1)Nc1ccc(F)c([N+](=O)[O-])c1
8: CC(CN1CCCC1)OC(=O)c1ccc(Cl)cc1 (centres undefined)
assay / entry	1	2	3	4	5	6	7	8
DT40 TDP1 CPT	21µM*	21µM*	-1%	18µM*	?	18%	?	4%
TDP1 cell noCPT	23µM*	23µM*	-7%	13µM*	-17%	-10%	?	-2%
TDP1 block	-1%	3%	-4%	3%	0%	-3%	1%	2%

9: CCOC(=O)C1=C(CS(=O)(=O)c2ccccc2)NC(=O)NC1c1cc(OC)c(O)c(OC)c1 (centres undefined)
10: CCCCNC(=O)CN1C(=O)COc2ccc(S(=O)(=O)N3CCCC3)cc21
11: COc1ccc(-c2nc(CCNC(=O)c3cccs3)cs2)cc1OC
12: CC(C)C(C)(C#N)NC(=O)COC(=O)C1CCN(S(=O)(=O)c2ccc3c(c2)OCCO3)CC1 (centres undefined)
13: CCc1nc2nc(C)c(NS(=O)(=O)c3ccc(C)cc3)c(=O)n2[nH]1
14: Cc1[nH]c2ccc(F)cc2c1CCN(Cc1cccnc1)C(=S)Nc1ccccc1
15: CCOC(=O)NC(=O)CSc1nc2ccc(OCC)cc2[nH]1
16: CSc1ccc(CN2CCC(C)(Oc3ccc(F)cc3)C2)cc1 (centres undefined)
assay / entry	9	10	11	12	13	14	15	16
DT40 TDP1 CPT	-3%	-17%	?	2%	1%	-18%	-13%	?
TDP1 cell noCPT	12%	1%	21µM*	7%	-2%	?	-4%	?
TDP1 block	0%	6%	5%	/	-2%[12.3 µM]	7%	6%	/

Five compounds drawn at random from the list so far:
10: CCCCNC(=O)CN1C(=O)COc2ccc(S(=O)(=O)N3CCCC3)cc21
9: CCOC(=O)C1=C(CS(=O)(=O)c2ccccc2)NC(=O)NC1c1cc(OC)c(O)c(OC)c1 (centres undefined)
4: Cc1c2cnn(-c3ccccc3)c(=O)c2c(C)n1CC(=O)N1CCN(c2cccc(Cl)c2)CC1
5: Cc1ccc(C(=O)c2nc(C(=O)NCCO)nc3ccccc23)cc1
13: CCc1nc2nc(C)c(NS(=O)(=O)c3ccc(C)cc3)c(=O)n2[nH]1
assay / entry	10	9	4	5	13
DT40 TDP1 CPT	-17%	-3%	18µM*	?	1%
TDP1 cell noCPT	1%	12%	13µM*	-17%	-2%
TDP1 block	6%	0%	3%	0%	-2%[12.3 µM]

Going on with the list.
17: CC(C)c1nc(NCCN2CCOCC2)c(C#N)c2c1COC(C)(C)C2
18: CC(C(=O)O)N1c2cccc3cccc(c23)S1(=O)=O (centres undefined)
19: O=C(COc1ccc2c(c1)oc(=O)c1ccccc12)NCCCN1CCOCC1
20: CCNc1nc(NOC)nc(OCC#N)n1
21: CN(CC(=O)Nc1ccc(Cl)c(C(F)(F)F)c1)C(=O)C1(c2ccccc2)CC1
22: NC(=O)c1ccsc1NC(=O)c1cccs1
23: CSc1ccc(/C=C/C(=O)OCC(=O)NCC2CCCO2)cc1 (centres undefined)
24: CCOC(=O)C1C(=O)OC2(CCCC2)C1C(=O)OCC (centres undefined)
assay / entry	17	18	19	20	21	22	23	24
DT40 TDP1 CPT	?	-7%	0%	6%	?	3%	?	5%
TDP1 cell noCPT	?	2%	-6%	-3%	16µM*	-2%	?	4%
TDP1 block	4%	5%	-4%	-4%	-8%[0.505 µM]	/	0%	9%

25: Cn1cccc1C(=O)OCC(=O)NCCc1ccc(S(N)(=O)=O)cc1
26: CCOC(=O)C1CCCN(C(=O)c2ccc3nc(-c4ccccc4)c(-c4ccccc4)nc3c2)C1 (centres undefined)
27: O=C(O)C1CCCCC1C(=O)N1CC=C(c2ccccc2)CC1 (centres undefined)
28: Cc1cc(C)nc(Sc2ccc(C=O)cc2[N+](=O)[O-])n1
29: S=C(Nc1ccc(Cl)c(Cl)c1)NC1CCCCC1
30: CCc1nc2c(OCCn3cccc3)cccn2c1N(C)C(=O)CC(C)C
31: O=C(CSc1nc2c(c(=O)[nH]1)CCC2)Nc1ccccc1C(F)(F)F
32: Cc1cccc(N2CCN(C(=O)C3CCN(C(=O)c4cc5sccc5n4C)CC3)CC2C)c1 (centres undefined)
assay / entry	25	26	27	28	29	30	31	32
DT40 TDP1 CPT	-4%	?	?	-15%	?	-24%	8%	13µM*
TDP1 cell noCPT	-21%	21µM*	?	?	18µM*	?	-2%	5.2µM*
TDP1 block	-2%	5%	2%	-1%	-4%	/	9%	2%

33: Cn1cc(S(=O)(=O)N2CCN(c3cccc(Cl)c3)CC2)c(=O)n(C)c1=O
34: C[C@H]1CN([C@@H](C)CO)C(=O)CCCn2nncc2CO[C@@H]1CN(C)C(=O)NC1CCCCC1
35: O=C(NCCN1CCOCC1)c1cc2n(n1)C(C(F)(F)F)CC(c1ccc(F)cc1)N2 (centres undefined)
36: O=C(O)CC/C(=N\NC(=O)c1ccc(F)cc1)c1ccc(Br)cc1
37: Cc1ccc(NC(=S)NC(=O)c2ccc(-c3ccc(Cl)cc3)o2)c(O)c1
38: CC1=NN(C(=O)c2ccccc2Cl)C(O)(c2ccccc2)C1 (centres undefined)
39: O=C(NCc1ccco1)C1CCN(c2ccc(S(=O)(=O)N3CCOCC3)cc2[N+](=O)[O-])CC1
40: CN(C)/C=C/C(=O)c1c(F)cccc1F
assay / entry	33	34	35	36	37	38	39	40
DT40 TDP1 CPT	6%	11%	-20%	5%	21µM*	-7%	?	12%
TDP1 cell noCPT	3%	15%	-21%	?	21µM*	4%	23µM*	4%
TDP1 block	/	/	6%	8%	-1%	2%	0%	/

41: CCN(CC)C(=O)C1=C(C)N(Cc2ccc(F)cc2)C(=O)C(CC(=O)NCc2cccc3ccccc23)C1 (centres undefined)
42: O=C(NC(=S)N1CCOCC1)c1ccccc1Cl
43: OC(c1cc(-c2cccc(Cl)c2)nc2ccccc12)C1CCCCN1 (centres undefined)
44: Cc1noc(C)c1CC(=O)N1CCOc2c(cc(-c3nc4ccccc4s3)cc2OC2CCOC2)C1 (centres undefined)
45: O=C(c1ccc(F)cc1)N1CCOC(c2nc(-c3ccc(F)cc3)no2)C1 (centres undefined)
46: Cc1cccc(NC(=O)c2c(O)c3ccccc3n(C)c2=O)c1
47: O=C(CCNC(=O)Cn1cnc2ccccc2c1=O)NCC1COc2ccccc2O1 (centres undefined)
48: Cc1ccc(CNc2nc3c(S(=O)(=O)c4ccc(C)c(C)c4)nnn3c3ccc(Cl)cc23)cc1
assay / entry	41	42	43	44	45	46	47	48
DT40 TDP1 CPT	-26%	-10%	16µM*	12%[9.04 µM]	?	?	?	-25%
TDP1 cell noCPT	?	18%	2.6µM*	-9%	?	15µM*	?	?
TDP1 block	/	0%	/	/	/	/	5%	-2%

An excerpt from above in order of count of non-hydrogen atoms, low to high:
20: CCNc1nc(NOC)nc(OCC#N)n1
46: Cc1cccc(NC(=O)c2c(O)c3ccccc3n(C)c2=O)c1
13: CCc1nc2nc(C)c(NS(=O)(=O)c3ccc(C)cc3)c(=O)n2[nH]1
2: Fc1ccc(-n2cc(-c3ccccc3)c3c(NC4CCCCC4)ncnc32)cc1
assay / entry	20	46	13	2
DT40 TDP1 CPT	6%	?	1%	21µM*
TDP1 cell noCPT	-3%	15µM*	-2%	23µM*
TDP1 block	-4%	/	-2%[12.3 µM]	3%

Next section:
49: CCCN=C1N/C(=C\c2ccco2)C(=O)N1c1ccccc1
50: CCCC(=O)Nc1ccc2oc(-c3ccc(O)c(Br)c3)nc2c1
51: O=C(Nc1ccc2nc(SCCOc3ccccc3)sc2c1)c1ccco1
52: COc1cc(N2C(=O)C=CC2=O)c(OC)cc1Cl
53: Cc1cc(N/N=C/c2ccccc2)nc(NCc2ccccc2)n1
54: COc1ccc(C)cc1NC(=O)C1CCC(CNc2c(N3CCOCC3)c(=O)c2=O)CC1 (centres undefined)
55: COc1cccc(CN(C(=O)c2cccc(OC)c2)C2CCS(=O)(=O)C2)c1 (centres undefined)
56: CCOC(=O)C1CCN(C(=O)Cn2ncc3c4ccccc4n(Cc4ccccc4)c3c2=O)CC1
assay / entry	49	50	51	52	53	54	55	56
DT40 TDP1 CPT	?	-15%	?	1.8µM*	4.6µM*	-4%	-10%	8.2µM*
TDP1 cell noCPT	-16%	-13%	23µM*	1.3µM*	2.6µM*	0%	14%	7.3µM*
TDP1 block	3%	/	2%	-8%	8%	0%	4%	-3%

57: CCN(Cc1ccccc1)C(=O)C1CCN(S(=O)(=O)c2c(C)noc2/C=C/c2ccc(C)cc2)CC1
58: COCCCn1c(=N)c(C(=O)NC2CCCCC2)cc2c(=O)n3cc(C)ccc3nc21
59: COCCCNC(=O)c1cc(S(=O)(=O)N2CCOCC2)ccc1SCc1cccc(OC)c1OC
60: Nc1n[nH]c(C2CC2)c1N=Nc1ccc(Cl)c(Cl)c1
61: COc1ccc(-n2ncc(C(C)NS(=O)(=O)c3cc(C)sc3C)c2C)cc1 (centres undefined)
62: O=C(COC(=O)C12CC3CC(CC(O)(C3)C1)C2)Nc1ccc(OC(F)F)cc1
63: O=C(c1ccncc1)N1CCC[C@@]2(CCN(Cc3ccccc3)C2)C1
64: CN1C(=O)C(CC(=O)NCCc2ccccc2)N(NC(=O)c2cccc(F)c2)C1=S (centres undefined)
assay / entry	57	58	59	60	61	62	63	64
DT40 TDP1 CPT	?	-27%	11%	?	?	-10%	9%	-17%
TDP1 cell noCPT	?	?	-2%	?	16µM*	?	-8%	-16%
TDP1 block	9%	/	3%	/	/	-14%	/	-13%

Some entries already given with just DT40 TDP1 CPT and TDP1 cell noCPT:
#	canonical_smiles	DT40 TDP1 CPT	TDP1 cell noCPT
61	COc1ccc(-n2ncc(C(C)NS(=O)(=O)c3cc(C)sc3C)c2C)cc1 (centres undefined)	?	16µM*
62	O=C(COC(=O)C12CC3CC(CC(O)(C3)C1)C2)Nc1ccc(OC(F)F)cc1	-10%	?

(more compounds)
65: Cc1ccc2c(CC(=O)N3CCOc4ccc(CN5CCOCC5)cc4C3)cc(=O)oc2c1
66: CN1CCN(NC(=O)Nc2ccc(F)cc2)CC1
67: CCN1CCN(C(=S)c2ccc(-c3ccccc3)cc2)CC1
68: C=C(NC(C)=O)c1c(F)cccc1F
69: CCCSc1cc(=O)n(-c2ccccc2)nc1C(=O)OCC
70: Cc1ccc(S(=O)(=O)c2nnn3c2nc(N2CCC(C(N)=O)CC2)c2ccccc23)cc1
71: COC(=O)[C@@]1(Cc2ccccc2)[C@H]2C(=O)N(Cc3ccccc3)C(=O)[C@H]2[C@H]2CN=C(SCC3CC3)N21
72: COc1cc(OC)nc(C(NC(=O)C2CCN(Cc3ccc(Oc4ccccc4)cc3)CC2)c2ccccc2C)n1 (centres undefined)
assay / entry	65	66	67	68	69	70	71	72
DT40 TDP1 CPT	-3%[9.04 µM]	-6%	-29%	7%	?	-1%	?	?
TDP1 cell noCPT	-18%	26%	-14%	8%	?	17%	23µM*	?
TDP1 block	/	2%[56.1 µM]	3%	0%	1%	1%	0%[56.1 µM]	/
